Assay outcomes as filed in PubChem BioAssay.
SENP1 inh: inhibitors of human SENP1 SUMO protease catalytic domain; recombinant SENP1 catalytic domain, CyPet-SUMO1-YPet FRET cleavage; AID 624204; inhibition, % at 10 µM; actives 0.21% (n = 360,000);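 active = inhibition at least 30% at 10 µM, raw YFP signal under a set limit, fluorescence ratio 0.5 to 1.5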;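 note: 0% = enzyme with DMSO and 100% = no enzyme wells; some results filed as inactive read as strong as hits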
Target sequence (Q9P0U3 419-644 limits assumed): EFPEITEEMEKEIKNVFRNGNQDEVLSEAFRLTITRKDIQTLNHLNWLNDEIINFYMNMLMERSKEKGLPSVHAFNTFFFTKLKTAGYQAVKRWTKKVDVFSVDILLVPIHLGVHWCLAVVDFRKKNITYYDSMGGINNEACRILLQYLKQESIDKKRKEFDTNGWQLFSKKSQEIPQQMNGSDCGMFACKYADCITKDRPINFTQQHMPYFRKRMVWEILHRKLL
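Test system: recombinant human SENP1 catalytic domain, His6-tagged / Medium: pH 8 Tris buffer with EDTA, NaCl, BME, BSA, NP40, catalase / Also added: SUMO1 FRET substrate flanked by Cypet and Ypet, 25 nM / Times: 50 min reaction at room temperature / Signal: FRET, CFP and YFP emission / Control set: no-enzyme low control and enzyme-plus-DMSO high control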
PfGluPho inh: PfG6PD (Plasmodium falciparum) enzyme inhibition; PfGluPho enzyme, NADPH resazurin-diaphorase fluorescence; inhibition, % at 20 µM; actives 0.78% (n = 350,000); AID 504690;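 active = inhibition reaching at least a set limit at 20 µM in the primary screen, cut at about 59% in these data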;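 note: 0% = DMSO wells with substrate and 100% = DMSO wells lacking glucose-6-phosphate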
SENP8 block-1: SENP8 (human) protease inhibition; Q96LD8; recombinant SENP8, Nedd8 substrate fluorescence; inhibition, % at 20 µM; actives 0.64% (n = 360,000); AID 602440; in the data active = inhibition mostly above about 40%, no sharp cut-off; inactive = mostly below about 27%
SENP7 block: SENP7 protease inhibition. Q9BQF6. recombinant SENP7, Z-RLRGG-aminoluciferin luminescence, 40 min. inhibition, % at 5 µM. actives 1.5% (n = 330,000). AID 434973;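 active = inhibition above about 50% at the single test dose, limit read from the data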;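 note: plate controls were DMSO with enzyme for no effect and no enzyme buffer wells for full effect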
Target sequence (Q9BQF6 706-1050 limits assumed): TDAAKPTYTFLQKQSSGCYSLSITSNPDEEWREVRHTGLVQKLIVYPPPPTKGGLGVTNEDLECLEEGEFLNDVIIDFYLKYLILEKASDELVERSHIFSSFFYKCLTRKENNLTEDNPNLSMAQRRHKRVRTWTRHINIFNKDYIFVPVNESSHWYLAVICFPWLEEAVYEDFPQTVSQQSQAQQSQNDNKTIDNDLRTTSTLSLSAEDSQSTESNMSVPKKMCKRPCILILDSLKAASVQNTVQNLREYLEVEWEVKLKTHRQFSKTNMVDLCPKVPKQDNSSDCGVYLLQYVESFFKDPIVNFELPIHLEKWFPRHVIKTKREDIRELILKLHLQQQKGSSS
Apaf-1 inh: human Apaf-1 inhibition; O14727; reconstituted apoptosome caspase-3 activity, DEVD-Rh110 fluorescence; inhibition, % at 20 µM; actives 0.71% (n = 330,000); AID 489030; active = inhibition of at least 40% at 20 µM;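 note: plate controls were DMSO wells for no effect and DEVD-CHO caspase inhibitor wells for full effect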
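System: reconstituted apoptosome with Apaf-1, cytochrome c, caspase-9, procaspase-3, dATP; Signal: Rh110 fluorescence intensity; Schedule: 30 min compound preincubation, 50 min activation, room temperature; Reagent: cytochrome c trigger plus (Z-DEVD)2-Rh110 caspase-3 substrate.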
SENP8 block-2: blocks the human protease SENP8; purified SENP8, Z-RLRGG-aminoluciferin cleavage, luminescence; actives 1.2% (n = 330,000); AID 2540; inhibition, % at 10 µM; Q96LD8; in the data active = inhibition above about 50%
SENP6 inh: inhibitors of human SENP6 protease; Q9GZR1; inhibition, % at 10 µM; Recombinant SENP6 catalytic domain, aminoluciferin luminescence; actives 1.8% (n = 330,000); AID 2599;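 active = inhibition above about 50% at the single tested dose, limit read from the data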;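 note: plate controls were DMSO wells with enzyme for no effect and DMSO wells lacking enzyme for full effect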
Target sequence (Q9GZR1 628-1112 limits assumed): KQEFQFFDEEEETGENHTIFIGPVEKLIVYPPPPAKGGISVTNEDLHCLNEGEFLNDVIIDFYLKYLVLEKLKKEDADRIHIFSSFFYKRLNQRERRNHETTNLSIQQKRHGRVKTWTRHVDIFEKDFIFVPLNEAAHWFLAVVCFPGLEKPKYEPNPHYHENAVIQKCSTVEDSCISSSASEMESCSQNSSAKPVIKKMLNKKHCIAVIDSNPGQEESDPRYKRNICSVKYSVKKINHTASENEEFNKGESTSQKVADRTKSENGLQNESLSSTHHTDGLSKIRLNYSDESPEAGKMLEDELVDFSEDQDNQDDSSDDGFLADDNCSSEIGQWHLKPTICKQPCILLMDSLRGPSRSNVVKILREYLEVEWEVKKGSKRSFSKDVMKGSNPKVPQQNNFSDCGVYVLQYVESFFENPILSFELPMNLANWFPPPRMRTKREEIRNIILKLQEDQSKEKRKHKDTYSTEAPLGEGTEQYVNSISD
HKDC1 inh: HKDC1 (human) hexokinase inhibition; Q2TB90; recombinant HKDC1, G6PDH/diaphorase resazurin coupled fluorescence; inhibition, % at 20 µM; actives 0.16% (n = 340,000);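 active = inhibition above about 35% when tested at 20 µM, limit read from the data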;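 note: plate controls were DMSO wells with enzyme for no effect and DMSO wells lacking enzyme for full effect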
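test system = in-house recombinant HK5 (HKDC1) enzyme | amount = HKDC1 at 5 µg/mL | control set = DMSO-enzyme wells negative, buffer-substituted wells positive | compound = one dose of 20 µM, 1% DMSO | schedule = reaction time 90 min, room temperature, protected from light | technique = resorufin fluorescence at 613 nm | reagent = glucose with 1 mM ATP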
Active calls of the source: *.

For COc1ccc(NC(=O)CN(C)Cc2c(F)cccc2Cl)cc1S(=O)(=O)N1CCCCC1 the results were SENP1 inh 1, PfGluPho inh -3, SENP8 block-1 13, SENP7 block 7, Apaf-1 inh 12, SENP8 block-2 5, SENP6 inh -8 and HKDC1 inh -5.
For CCC(CC)NC(=O)COC(=O)CCC(=O)c1ccc(Cl)cc1 the results were SENP1 inh 0, PfGluPho inh -30, SENP8 block-1 10, SENP7 block -9, Apaf-1 inh 12, SENP8 block-2 -5, SENP6 inh 0 and HKDC1 inh 5.
For COc1cc(/C(C)=N/NC(=O)CSc2nc3ccccc3[nH]2)ccc1O the results were SENP1 inh 1, PfGluPho inh 19, SENP8 block-1 15, SENP7 block 11, Apaf-1 inh 3, SENP8 block-2 2, SENP6 inh 19 and HKDC1 inh 9.
For CC(Sc1ncccn1)C(=O)NC1(C#N)CCCCC1 (configuration not stated) the results were SENP1 inh 0, PfGluPho inh 2, SENP8 block-1 3, SENP7 block 2, Apaf-1 inh -9, SENP8 block-2 1, SENP6 inh -7 and HKDC1 inh 4.
Screening CC(=O)c1ccc(NC(=O)c2cnn3c(C(F)F)cc(C4CC4)nc23)cc1 returned SENP1 inh 0, PfGluPho inh -4, SENP8 block-1 22, SENP7 block -5, Apaf-1 inh 0, SENP8 block-2 -5, SENP6 inh -3 and HKDC1 inh 1.
Screening O=c1[nH]c2cc3c(cc2cc1C(c1nnnn1CC1CCCO1)N1CCCCCC1)OCCO3 (configuration not stated) returned SENP1 inh -20, PfGluPho inh 13, SENP8 block-1 -286, SENP7 block -8, Apaf-1 inh -2, SENP8 block-2 -8, SENP6 inh 1 and HKDC1 inh 7.
For CCN(CC(=O)Nc1ccc(NC(C)=O)cc1)C(=O)c1c(C)nn(-c2ccc(F)cc2)c1Cl the results were SENP1 inh 0, PfGluPho inh -4, SENP8 block-1 6, SENP7 block -2, Apaf-1 inh 15, SENP8 block-2 -6, SENP6 inh -7 and HKDC1 inh 2.
`COCCCNc1nc(=S)[nH]c2cc(OC)c(OC)cc12` gave SENP1 inh 0, PfGluPho inh 30, SENP8 block-1 -59, SENP7 block -1, Apaf-1 inh 4, SENP8 block-2 4, SENP6 inh -9 and HKDC1 inh 2.
`O=C(COC(=O)Cc1c(F)cccc1Cl)NCCC1=CCCCC1` gave SENP1 inh 0, PfGluPho inh 25, SENP8 block-1 7, SENP7 block 4, Apaf-1 inh 13, SENP8 block-2 5, SENP6 inh 4 and HKDC1 inh -5.
Screening Cc1ccc(OCC(=O)Nc2ccc(N3CCN(C(=O)c4ccc(C)cc4)CC3)cc2)cc1 returned SENP1 inh 3, PfGluPho inh 8, SENP8 block-1 9, SENP7 block -2, Apaf-1 inh 9, SENP8 block-2 2, SENP6 inh -3 and HKDC1 inh -2.
Screening COC(=O)c1cc2c(ccn2-c2ccc(F)cc2)n1CC(=O)C(C)(C)C returned SENP1 inh 0, PfGluPho inh 21, SENP8 block-1 -60, SENP7 block -5, Apaf-1 inh 25, SENP8 block-2 -4, SENP6 inh -6 and HKDC1 inh -1.
Screening CC(=O)Nc1ccc(S(=O)(=O)N(C)Cc2ccccc2)cc1 returned SENP1 inh -2, PfGluPho inh -8, SENP8 block-1 2, SENP7 block 2, Apaf-1 inh 4, SENP8 block-2 -9, SENP6 inh 4 and HKDC1 inh -12.
`CCN(c1ccc(NC(=O)COC(=O)CCc2nc3ccccc3n2-c2ccccc2)cc1)C(C)C` gave SENP1 inh 0, PfGluPho inh 33, SENP8 block-1 11, SENP7 block 4, Apaf-1 inh 27, SENP8 block-2 -2, SENP6 inh 11 and HKDC1 inh 6.
For CCNc1c(NC(=O)c2ccc3c(c2)OCO3)c(=O)oc2ccccc12 the results were SENP1 inh 1, PfGluPho inh -3, SENP8 block-1 1, SENP7 block -10, Apaf-1 inh -2, SENP8 block-2 -14, SENP6 inh 1 and HKDC1 inh 4.
`O=C(COC(=O)c1n[nH]c2ccccc12)NCc1ccccc1` gave SENP1 inh -3, PfGluPho inh -2, SENP8 block-1 -1, SENP7 block 0, Apaf-1 inh -11, SENP8 block-2 -7, SENP6 inh -4 and HKDC1 inh -2.
COc1ccc(C(=O)NC(C)CCc2ccccc2)cc1[N+](=O)[O-] (configuration not stated) was read as SENP1 inh 1, PfGluPho inh 5, SENP8 block-1 9, SENP7 block -11, Apaf-1 inh 7, SENP8 block-2 13, SENP6 inh 0 and HKDC1 inh -3.
`O=C(C[n+]1ccccc1)N/N=C/c1ccc(F)cc1` gave SENP1 inh 1, PfGluPho inh 15, SENP8 block-1 -3, SENP7 block 2, Apaf-1 inh 0, SENP8 block-2 5, SENP6 inh 18 and HKDC1 inh -6.
O=C(O)c1cccc(NC(=S)N/N=C/c2ccccc2OCc2ccc(Br)cc2)c1 was read as SENP1 inh 1, PfGluPho inh 10, SENP8 block-1 -12, SENP7 block 10, Apaf-1 inh 26, SENP8 block-2 16, SENP6 inh 21 and HKDC1 inh -1.
For CCOc1ccc(CN(C)C(=O)CCl)cc1 the results were SENP1 inh -1, PfGluPho inh 10, SENP8 block-1 21, SENP7 block -12, Apaf-1 inh 6, SENP8 block-2 -3, SENP6 inh -6 and HKDC1 inh 1.
`O=C(O)c1cnc(-c2ccccc2)nc1-c1ccccc1` gave SENP1 inh 3, PfGluPho inh -7, SENP8 block-1 9, SENP7 block 9, Apaf-1 inh 3, SENP8 block-2 -3, SENP6 inh 5 and HKDC1 inh -7.

The list goes on (three carried over from the part before).
O=C(O)c1cccc(NC(=S)N/N=C/c2ccccc2OCc2ccc(Br)cc2)c1 was read as SENP1 inh 1, PfGluPho inh 10, SENP8 block-1 -12, SENP7 block 10, Apaf-1 inh 26, SENP8 block-2 16, SENP6 inh 21 and HKDC1 inh -1.
For CCOc1ccc(CN(C)C(=O)CCl)cc1 the results were SENP1 inh -1, PfGluPho inh 10, SENP8 block-1 21, SENP7 block -12, Apaf-1 inh 6, SENP8 block-2 -3, SENP6 inh -6 and HKDC1 inh 1.
`O=C(O)c1cnc(-c2ccccc2)nc1-c1ccccc1` gave SENP1 inh 3, PfGluPho inh -7, SENP8 block-1 9, SENP7 block 9, Apaf-1 inh 3, SENP8 block-2 -3, SENP6 inh 5 and HKDC1 inh -7.
For O=C(CCC(=O)N1CCN(C2CCCCC2)CC1)Nc1nnc(C(F)(F)F)s1 the results were SENP1 inh 1, PfGluPho inh -23, SENP8 block-1 25, SENP7 block 3, Apaf-1 inh 1, SENP8 block-2 -1, SENP6 inh -18 and HKDC1 inh -5.
For CC1=C(C)NC(=S)SC1 the results were SENP1 inh -1, PfGluPho inh 14, SENP8 block-1 16, SENP7 block -1, Apaf-1 inh -2, SENP8 block-2 -11, SENP6 inh -19 and HKDC1 inh -4.
Screening Cc1c(NC(=O)c2nn(CC(C)C)c(=O)c3ccccc23)c(=O)n(-c2ccccc2)n1C returned SENP1 inh 0, PfGluPho inh -5, SENP8 block-1 8, SENP7 block 11, Apaf-1 inh 0, SENP8 block-2 -10, SENP6 inh -3 and HKDC1 inh -9.
Screening Nc1nc(CSc2ccccc2)nc(N2CCCCC2)n1 returned SENP1 inh 0, PfGluPho inh -4, SENP8 block-1 20, SENP7 block 1, Apaf-1 inh 7, SENP8 block-2 -5, SENP6 inh -1 and HKDC1 inh -6.
For COc1ccc(C(=O)NC(NC(=S)Nc2ccc(S(N)(=O)=O)cc2)C(Cl)(Cl)Cl)cc1 (configuration not stated) the results were SENP1 inh 4, PfGluPho inh 3, SENP8 block-1 11, SENP7 block 2, Apaf-1 inh 9, SENP8 block-2 1, SENP6 inh -14 and HKDC1 inh 7.
Screening C=CCc1cc(C)ccc1OCCCC(C(=O)OCC)C(=O)OCC returned SENP1 inh -1, PfGluPho inh 10, SENP8 block-1 5, SENP7 block -6, Apaf-1 inh 20, SENP8 block-2 -12, SENP6 inh -6 and HKDC1 inh -5.
Screening CSc1nnnn1-c1ccc(C)c(Cl)c1 returned SENP1 inh 3, PfGluPho inh -4, SENP8 block-1 19, SENP7 block -1, Apaf-1 inh 1, SENP8 block-2 -1, SENP6 inh -17 and HKDC1 inh -9.
For COC(=O)C1=NNC2C(=O)N(c3ccc(C)cc3)C(=O)C12 (configuration not stated) the results were SENP1 inh 1, PfGluPho inh -7, SENP8 block-1 4, SENP7 block -6, Apaf-1 inh -9, SENP8 block-2 3, SENP6 inh 6 and HKDC1 inh -8.
Screening NS(=O)(=O)c1ccc(CCNC(=O)C2CCN(S(=O)(=O)c3ccccc3)CC2)cc1 returned SENP1 inh 2, PfGluPho inh -8, SENP8 block-1 12, SENP7 block 2, Apaf-1 inh -7, SENP8 block-2 -4, SENP6 inh 8 and HKDC1 inh -1.
`CCOC(=O)c1ccc(NC(=O)COC)cc1` gave SENP1 inh 0, PfGluPho inh -12, SENP8 block-1 21, SENP7 block 2, Apaf-1 inh 0, SENP8 block-2 -4, SENP6 inh -10 and HKDC1 inh -3.
For CCCn1c(SCC(=O)N2CCc3ccccc32)n[nH]c1=O the results were SENP1 inh 1, PfGluPho inh 15, SENP8 block-1 10, SENP7 block 2, Apaf-1 inh -1, SENP8 block-2 2, SENP6 inh -13 and HKDC1 inh -6.
`CCCCCCCCN1[C@@H](CC(=O)OC)c2cc(F)ccc2S1(=O)=O` gave SENP1 inh 1, PfGluPho inh 24, SENP8 block-1 13, SENP7 block -1, Apaf-1 inh 16, SENP8 block-2 2, SENP6 inh -5 and HKDC1 inh 6.
`C=C(C)COc1ccc(-c2nc(N)nc(C)c2Oc2ccccc2OC)c(O)c1` gave SENP1 inh -1, PfGluPho inh 19, SENP8 block-1 2, SENP7 block -7, Apaf-1 inh 32, SENP8 block-2 -6, SENP6 inh -12 and HKDC1 inh 7.
`CSc1ccc(/C=C(\C#N)C(=O)Nc2cccc(C)c2)cc1` gave SENP1 inh -28, PfGluPho inh 2, SENP8 block-1 1, SENP7 block -1, Apaf-1 inh 12, SENP8 block-2 -12, SENP6 inh 9 and HKDC1 inh -9.
Screening NNC(=O)c1[nH]c2ccc(Br)cc2c1-c1ccccc1 returned SENP1 inh 2, PfGluPho inh 13, SENP8 block-1 -5, SENP7 block -1, Apaf-1 inh 19, SENP8 block-2 -4, SENP6 inh -10 and HKDC1 inh 4.
Cc1nnc(SCC(=O)N2CCN(c3ccccc3)CC2)n1-c1ccccc1 was read as SENP1 inh 1, PfGluPho inh 13, SENP8 block-1 24, SENP7 block -9, Apaf-1 inh 9, SENP8 block-2 -7, SENP6 inh -16 and HKDC1 inh 4.
`CN(C)/C=C/C(=O)c1ccc(S(=O)(=O)c2ccccc2)cc1` gave SENP1 inh 1, PfGluPho inh -6, SENP8 block-1 10, SENP7 block -2, Apaf-1 inh -61, SENP8 block-2 -5, SENP6 inh -18 and HKDC1 inh -4.
`CC(=O)c1cccc(NC(=O)/C(=C\c2ccco2)NC(=O)c2cccs2)c1` gave SENP1 inh 0, PfGluPho inh 1, SENP8 block-1 7, SENP7 block -3, Apaf-1 inh 0, SENP8 block-2 4, SENP6 inh 17 and HKDC1 inh -1.
`CCn1ncc(Br)c1C(=O)Nc1ccccc1C(=O)OC` gave SENP1 inh -1, PfGluPho inh -19, SENP8 block-1 30, SENP7 block 4, Apaf-1 inh 0, SENP8 block-2 5, SENP6 inh 1 and HKDC1 inh -3.
